Screens (PubChem BioAssay)
AmpC no deterg – qHTS Inhibitors of AmpC Beta-Lactamase (assay without detergent). P00811. AmpC nitrocefin hydrolysis, absorbance 480 nm, 0.0001% Triton. Potency, µM (top dose mostly 57.1 µM), for inactives: at the highest dose activity change, negative = inhibition, most hits filed as inhibitors. hit rate 0.52% among 330,000. AID 485341, 2010;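 also: potency is read from the fitted curve at half-maximal effect; plate controls were no compound for no effect and no enzyme for full effect; nearly all actives have a fitted effect of over 20% in size; some results filed as inactive show a strong effect at the top dose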
Target sequence (P00811 whole entry, looked up): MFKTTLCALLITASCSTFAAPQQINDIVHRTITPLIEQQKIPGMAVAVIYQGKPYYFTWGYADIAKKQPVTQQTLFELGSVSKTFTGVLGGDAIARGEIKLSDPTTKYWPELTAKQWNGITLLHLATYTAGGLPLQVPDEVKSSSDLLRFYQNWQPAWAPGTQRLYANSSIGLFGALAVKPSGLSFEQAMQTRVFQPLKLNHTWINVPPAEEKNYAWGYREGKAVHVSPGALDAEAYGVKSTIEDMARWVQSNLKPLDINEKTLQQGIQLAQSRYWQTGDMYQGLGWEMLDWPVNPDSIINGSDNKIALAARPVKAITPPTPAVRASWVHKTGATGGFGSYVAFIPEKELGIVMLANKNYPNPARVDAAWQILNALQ
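20 mM phosphate pH 7.0 + 0.01% (detergent screen) or 0.0001% Triton X-100; 5.3 nM AmpC reagent; cpd preinc 15 min RT; nitrocefin (800 uM stock) to start; A480 q20 s × 4 min; Activity was normalised to no-enzyme and no-compound control wells.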
Sm TGR block – qHTS Assay for the Inhibitors of Schistosoma Mansoni Peroxiredoxins; Schistosoma mansoni thioredoxin glutathione reductase (TGR), Q962Y6; purified TGR, DTNB reduction, TNB absorbance 405 nm; Potency, µM (highest dose often 114 µM), inactives show at the top dose activity change, negative = inhibition, usual class: inhibitors; hit rate 3% among 360,000; AID 485364, 2010; also: potency is read from the fitted curve at half-maximal effect; nearly all actives have a fitted effect of over 60% in size
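TGR 20 nM + NADPH 100 uM (dispensed conc.), cpd preinc 15 min RT; start with NADPH (500 uM addition) then DTNB (15 mM addition). Kinetic TNB absorbance, 405 nm filter. Four-parameter Hill fit across titration.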
AmpC detergent – qHTS Inhibitors of AmpC Beta-Lactamase (assay with detergent) | AID 485294, 2010 | Potency, µM (doses to about 114 µM), for the others: top-dose activity change, negative = inhibition, usual class: inhibitors | P00811 | AmpC hydrolysis of nitrocefin, absorbance 480 nm, 0.01% Triton | hit rate 0.041% among 370,000;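 also: potency is read from the fitted curve at half-maximal effect; 0% = no-compound wells and -100% = no-enzyme wells; nearly all actives have a fitted effect of over 25% in size; some results filed as inactive show a strong effect at the top dose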
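20 mM phosphate pH 7.0 + 0.01% (detergent screen) or 0.0001% Triton X-100; 5.3 nM AmpC reagent; cpd preinc 15 min RT; nitrocefin (800 uM stock) to start; A480 q20 s × 4 min; Activity was normalised to no-enzyme and no-compound control wells.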
HCMV antiviral – qHTS Assay for inhibitors of the human cytomegalovirus (HCMV); HFF cells, HCMV-luciferase reporter, 72 h; stronger effect = lower value; hit rate 4.5% among 410,000; activity change, negative = inhibition, % at 57.5 µM; AID 1259415, 2018; in the data active = activity change below about -60%; inconclusive = no clear call, values can overlap the other calls; inactive = above about -39%
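Luciferase read-out from HCMV-luciferase-infected HFFs (MOI 1 PFU/cell) 72 h post infection at 37C; compounds added after 16 h cell attachment; activity normalized between buffer-only basal and Salinomycin (10uM) inhibitor controls.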
AMA1 RON2 block – qHTS for Inhibitors of AMA1-RON; Towards Development of Antimalarial Drug Lead: Primary Screen. AlphaScreen AMA1-biotinylated RON2 peptide binding. Plasmodium falciparum AMA1 (3D7) - RON2 peptide interaction. Potency, µM (doses to about 58.2 µM), for the others: at the highest dose activity change, negative = inhibition, most hits filed as inhibitors. hit rate 0.2% among 360,000;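 also: potency is read from the fitted curve at half-maximal effect; 0% = vehicle wells and -100% = peptide control; nearly all actives have a fitted effect of over 45% in size; some results filed as inactive show a strong effect at the top dose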
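AMA1 (3D7) with his tag at 25 nM final met compounds first, then biotinylated RON2 peptide at 25 nM; detection used donor plus acceptor beads, 10 µg/mL apiece, read by AlphaScreen after 30 min at room temperature.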
Giardia FBPA inh – qHTS Assay for Inhibitors of Fructose-1,6-bisphosphate Aldolase from Giardia Lamblia; A8B2U2; hit rate 0.71% among 290,000; Potency, µM (titrated, usually from 59.6 µM), without a hit: at the highest dose activity, negative = inhibition, usual class: inhibitors; purified Giardia FBPA; AID 2451, 2010; also: potency is read from the fitted curve at half-maximal effect; nearly all actives have a fitted effect of over 55% in size
Target sequence (A8B2U2 whole entry, looked up): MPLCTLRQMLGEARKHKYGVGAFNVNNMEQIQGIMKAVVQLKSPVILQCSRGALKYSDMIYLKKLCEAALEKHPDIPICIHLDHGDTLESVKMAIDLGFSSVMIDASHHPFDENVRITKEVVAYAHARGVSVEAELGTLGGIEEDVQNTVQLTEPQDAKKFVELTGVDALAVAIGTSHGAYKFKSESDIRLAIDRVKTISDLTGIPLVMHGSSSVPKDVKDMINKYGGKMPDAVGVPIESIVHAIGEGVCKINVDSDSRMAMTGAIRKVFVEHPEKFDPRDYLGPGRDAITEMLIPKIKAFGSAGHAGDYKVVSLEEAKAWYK
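40 nM FBPA preincubated 10 min at RT with compound (up to 57.5 uM final), then substrate plus GAPDH/TPI/NAD/arsenate coupling and diaphorase/resazurin added. Fluorescence read after 20 min at RT, 525/598 nm.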
* marks the source's active call; other numbers are inactive results; ? = inconclusive; nt = not tested or not shown; & = joins results of further samples; [ ] = another dose, or the depositor's remark. Unless noted, calls follow the shape of the dose curve; as a rule, active = well fitted curve in the direction sought with a large enough effect; inconclusive = small, poorly fitted or top-dose-only effect, or another doubt; inactive = no such curve, though single readings can be large; an effect the other way counts as inactive or inconclusive. Unless noted, % is scaled to controls: 0 for no effect and ±100 for the full control effect. No enrichment for hits. About 7.8% of those tested had a hit in this group.

Compound	AmpC no deterg	Sm TGR block	AmpC detergent	HCMV antiviral	AMA1 RON2 block	Giardia FBPA inh
O=C(COC(=O)c1ccc(F)c([N+](=O)[O-])c1)NC(=O)NCc1ccccc1	1.1%	nt	nt	-12.1	22.0%[11.6 µM]	nt
C[C@H](CO)N1C[C@H](C)[C@@H](CN(C)S(=O)(=O)c2cn(C)cn2)Oc2ccc(NS(=O)(=O)c3ccccc3)cc2C1=O	-2.9%	nt	nt	-1.8	0.0%	nt
CCCCNC(=S)N(C)/N=C/c1c(F)c(F)c(F)c(F)c1F	17.4%	-1.6%	-6.1%	?	0.0%	-0.4%
CCCC(C)NC(=O)CSc1nnc(-c2c[nH]c3ccccc23)o1 (stereo unspecified)	-22.9%[11.4 µM]	0.5%	?	-33.5	7.5%	4.4%
COc1ccc2c(c1)-c1c(ssc1=S)C(C)(C)N2S(=O)(=O)c1ccc(C)cc1	?	-2.4%	-10.9%	2.2	?	0.1%
COc1ccc2c(C=O)cn(C)c2c1	-21.5%	13.9%	-2.9%	-24.3	10.4%	-2.0%
CC1CCCN(C(=O)COC(=O)COc2ccc(Cl)cc2)C1 (stereo unspecified)	0.8%	nt	nt	53.6	21.2%	nt
CN(C(=O)c1ccccc1C(=O)OCC(=O)NCc1ccccc1)C1CCCCC1	33.2%	-14.4%	?	-7.8	0.0%	-1.1%
CCOc1ccc(CC(=O)NCCc2csc(-c3ccc(C(F)(F)F)cc3)n2)cc1	nt	4.3%	7.2%	-10.0	nt	nt
CCC(C)(C)NC(=O)C(c1ccc(F)cc1)N(CCOC)C(=O)CCC(=O)Nc1nccs1 (stereo unspecified)	17.5%	1.9%	6.1%	15.0	-7.6%	5.0%
Cc1ccccc1CNC(=O)c1ccccc1NS(C)(=O)=O	-15.4%	nt	1.6%	9.4	-4.5%	4.4%
Cc1ccc(C(=O)O/N=C(\N)c2ccccn2)c(C)c1	-2.1%	5.3%	2.1%	-69.5*	20.5%	nt
COc1ccc(NC(=O)C2=NN(C3CCS(=O)(=O)C3)C(=O)CC2)cc1S(N)(=O)=O (stereo unspecified)	-19.6%	nt	nt	-1.4	4.0%	nt
CC1CC(=O)C2=C(C1)Nc1ccccc1SC2c1ccc(F)cc1 (stereo unspecified)	-38.9%	-8.8%	?	27.4	6.1%	-10.6%
Cc1ccc(/C=C/C(=O)OCC(=O)NCc2ccc(Cl)cc2)o1	-15.1%	25.1µM*	-4.8%	-13.8	-4.1%	nt
CC1(C)CC(=O)c2sc(NC(=O)CN3CCOCC3)nc2C1	-7.1%	5.2%	-14.8%	9.8	-4.1%	-21.8%
CS(=O)(=O)NCCSc1nnnn1-c1ccccc1	-14.0%	8.9%	?	16.3	12.7%	-1.0%
CCc1ccc(-c2cc(C(F)(F)F)n3nc(C(=O)Nc4cnn(Cc5ccc(C)cc5)c4)cc3n2)s1	-11.0%	-26.4%	?	nt	5.5%	1.9%
O=C1CN(C(=O)COc2ccccc2F)c2ccccc2N1	-26.6%	-10.6%	-5.9%	-9.0	14.0%	1.5%
O=C(COC(=O)/C=C/c1ccc(Cl)cc1)NC1CCCC1	-0.2%	-9.4%	-5.2%	-0.2	0.4%	nt

Further results:
Compound	AmpC no deterg	Sm TGR block	AmpC detergent	HCMV antiviral	AMA1 RON2 block	Giardia FBPA inh
COc1ccc(N2CSC3=C(C#N)C(c4cccc(OC)c4OC)CC(=O)N3C2)cc1 (stereo unspecified)	-46.0%	22.4µM*	-10.6%	78.0	43.3%[activator]	1.99µM*
COc1ccc(C2c3[nH]c4ccccc4c3C[C@H]3C(=O)N(C4CCN(Cc5ccccc5)CC4)CC(=O)N23)cc1OC (stereo partly specified)	175.0%[activator]	8.3%	1.9%	-11.6	-12.3%	4.1%
CC(C)NC(=O)Nc1ccc(Br)cc1Cl	-28.3%	20.3%	2.8%	-61.2*	6.5%	2.8%
Cc1cccc(CC(=O)NC2CCS(=O)(=O)C2)c1 (stereo unspecified)	-19.7%	-1.3%	4.9%	63.7	12.4%	nt
COc1ccc(CNC(=O)CN(Cc2ccccc2)C(=O)c2csnn2)cc1	-20.8%	3.1%	-6.6%	-18.1	1.0%	-1.0%
O=C(NCC1COc2ccccc2O1)c1ccco1 (stereo unspecified)	-26.1%	-8.6%	-2.5%	30.4	17.1%	-0.7%
CC1(NC(=O)CSc2nnc(-c3c[nH]c4ccccc34)n2C2CC2)CCS(=O)(=O)C1 (stereo unspecified)	-7.9%	-6.4%	-4.0%	-1.6	-5.5%	nt
COc1ccccc1CNC(=O)CCC(=O)N1CC(C)Sc2ccccc21 (stereo unspecified)	18.7%	-0.7%&0.1%	-11.6%&-11.9%	6.9&-13.3	-3.5%	15.5%
Cc1cc(=O)oc2cc(OCC(=O)NC3CC(C)(C)NC(C)(C)C3)c(Cl)cc12	-19.0%	10.1%	0.3%	56.2	4.0%	1.1%
CCOc1ccccc1N1C(=O)c2ccc(S(=O)(=O)c3ccc(C(=O)O)cc3)cc2C1=O	-19.0%	3.2%	-14.7%	-3.0	19.8%	11.6%
CCOC(=O)N1CCN(C(=O)CCl)CC1	6.5%[2.29 µM]	39.8µM*	-4.3%	-27.3	0.1%	-1.3%
CN(C)S(=O)(=O)c1cccc(NC(=S)NCc2ccco2)c1	-34.0%	35.5µM*	-5.7%	14.2	1.7%	?
CCOc1ccccc1N1CCN(C(=O)c2cc(S(=O)(=O)N(C)C)ccc2N2CCCC2)CC1	166.6%[activator]	-21.0%	-5.3%	-10.5	-0.7%	nt
Cc1ccc(S(=O)(=O)N(CC(=O)Nc2ccc(Cl)cc2)C(=O)N2CCN(C)CC2)cc1	-16.1%	-0.5%	-26.8%	-15.1	-12.6%	nt
O=C(NCc1cccnc1)C1CCCN(S(=O)(=O)c2ccc(Br)cc2)C1 (stereo unspecified)	nt	-1.8%	-5.6%	-26.8	-0.4%	-8.6%
S=c1[nH]c(-c2ccccc2)cn1/N=C/c1cccs1	-18.1%	7.0%	-6.6%	-30.4	70.8%[activator]	-0.2%
C=CCN1C2CCCC1CC(NC(=S)Nc1ccc(Cl)cc1)C2 (stereo unspecified)	-31.0%	nt	-4.7%	-22.2	-4.0%	-0.3%
COc1ccc(NC(=S)NC(=O)c2ccccc2Cl)cc1	10.1%	?	-2.8%	28.7	26.8%	-5.1%
O=C(CSc1nccn1Cc1ccc(Cl)cc1)Nc1nc2ccccc2s1	nt	-3.5%	11.1%	9.5	nt	nt
CC(=O)c1cccc(NC(=O)CSc2nc(=O)n(CCN3CCOCC3)c3c2CCCC3)c1	135.2%[activator]	7.3%	-8.8%	-18.7	-5.2%	nt

(cont.)
Compound	AmpC no deterg	Sm TGR block	AmpC detergent	HCMV antiviral	AMA1 RON2 block	Giardia FBPA inh
COc1cc(NS(=O)(=O)c2c(C)[nH]c(C)c2C(=O)N2CCCC2)cc(OC)c1OC	-8.2%	-13.2%	6.6%	-32.7	-4.1%	nt
Cc1c(NC(=O)/C(C#N)=C/c2ccccc2)c(=O)n(-c2ccccc2)n1C	82.6%[activator]	0.3%	2.0%	-20.9	-9.8%	1.7%
O=C(NC1CCN(C(=S)Nc2ccccc2Cl)CC1)C1CCCCC1	8.2%	1.0%	5.6%	-0.1	-8.5%	nt
Cc1nc2ccc(NC(=O)COc3cccc(F)c3)cc2s1	-30.7%	-0.4%	2.0%	-4.1	-8.8%	-4.7%
Cc1ccc(C)c(N2CCN(C(=O)Cn3cnc4sc(C)c(S(=O)(=O)N5CCN(c6ncccn6)CC5)c4c3=O)CC2)c1	nt	6.5%	5.1%	-9.7	nt	nt
COc1ccccc1C(=O)NCCn1cc(SCC(=O)Nc2cc(C)on2)c2ccccc21	-12.2%	-4.2%	-2.2%	-39.1	-3.2%	-8.7%
Clc1ccc(COc2ccccc2-c2ccnc3ncnn23)cc1	-9.8%	11.3%	?	77.8	3.6%	-14.5%
CCCOc1ccc(C(=O)N(Cc2cccs2)C2CCS(=O)(=O)C2)cc1 (stereo unspecified)	71.7%[activator]	-4.8%&18.8%	-4.6%&8.7%	-17.9&0.5	-5.7%	nt
CCOC(=O)N1CCN(C(=O)c2ccc(Cn3c(=S)[nH]c4cc5c(cc4c3=O)OCO5)cc2)CC1	-11.8%	-2.0%	3.9%	-7.2	52.0%[activator]	-4.3%
COC(=O)C1=C(COc2ccccc2)NC(=O)NC1c1ccc(Br)cc1 (stereo unspecified)	2.6%	2.8%	-19.4%	?	-1.7%	-1.3%
O=S(=O)(Nc1nc2ccccc2nc1N1CCN(c2ccccc2F)CC1)c1ccc(Cl)cc1	-28.9%	-26.8%	?	-27.6	16.9%	16.0%
COC(=O)c1ccc(CNC(=O)COC(=O)Cc2ccsc2)cc1	-14.2%	nt	2.0%	7.0	1.6%	0.9%
COC(=O)c1cc2ccsc2n1CC(=O)Nc1ccc(N(C)C)cc1	0.6%	4.6%	0.7%	-23.0	-5.5%	-12.6%
COc1ccc(C(=O)NCc2cccs2)cc1S(=O)(=O)N1CCOCC1	13.6%	-6.6%	-7.4%	6.7	-19.4%	2.7%
Cc1ccc(C(=O)NC(=S)Nc2ccc3c(c2)OCCO3)c(C)c1	-29.2%	?	-2.2%	10.1	-20.8%	-1.4%
CC[C@]12c3[nH]c4ccc(Cl)cc4c3CCN1C(=O)[C@@H](CC(=O)NCC13CC4CC(CC(C4)C1)C3)C[C@@H]2C(=O)N1CCN(C(=O)C2CC2)CC1	167.3%[activator]	nt	nt	-26.3	-5.2%	nt
Cc1cc2c(c(=O)n1CCN(C)C)C(c1ccc(Br)cc1)C(C#N)=C(N)O2 (stereo unspecified)	-4.2%	0.0%	?	-11.4	-4.2%	-9.2%

Limited to HCMV antiviral, Giardia FBPA inh and AmpC detergent, for some of the entries so far:
SMILES,HCMV antiviral,Giardia FBPA inh,AmpC detergent
Clc1ccc(COc2ccccc2-c2ccnc3ncnn23)cc1,77.8,-14.5%,?
CCCOc1ccc(C(=O)N(Cc2cccs2)C2CCS(=O)(=O)C2)cc1 (stereo unspecified),-17.9&0.5,nt,-4.6%&8.7%
CCOC(=O)N1CCN(C(=O)c2ccc(Cn3c(=S)[nH]c4cc5c(cc4c3=O)OCO5)cc2)CC1,-7.2,-4.3%,3.9%
